FBPA Giardia inh: qHTS Assay for Inhibitors of Fructose-1,6-bisphosphate Aldolase from Giardia Lamblia | purified Giardia FBPA | Potency, µM (top dose mostly 59.6 µM), for the others: at the top dose activity, negative = inhibition, actives largely listed as inhibitors | 290,000 compounds, 0.71% hits; further: potency means the concentration at half of the fitted maximal effect; nearly all actives have a fitted effect of over 55% in size
Target sequence (A8B2U2 whole entry, looked up): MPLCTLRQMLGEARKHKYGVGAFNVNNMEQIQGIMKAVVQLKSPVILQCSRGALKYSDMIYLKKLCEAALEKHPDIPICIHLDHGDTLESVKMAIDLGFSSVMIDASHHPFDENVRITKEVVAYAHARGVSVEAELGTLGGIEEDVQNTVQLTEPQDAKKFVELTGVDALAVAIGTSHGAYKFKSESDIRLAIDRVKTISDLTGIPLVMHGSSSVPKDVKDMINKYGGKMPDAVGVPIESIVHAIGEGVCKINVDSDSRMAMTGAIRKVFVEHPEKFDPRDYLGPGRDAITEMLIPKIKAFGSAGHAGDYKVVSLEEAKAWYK
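Giardia FBPA (40 nM reagent) was preincubated 10 min at RT with compound (up to 57.5 uM final), then substrate plus GAPDH/TPI/NAD/arsenate coupling system with diaphorase/resazurin was added; resorufin fluorescence (525/598 nm) was read after 20 min.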
Sm TGR block: qHTS Assay for the Inhibitors of Schistosoma Mansoni Peroxiredoxins; Schistosoma mansoni thioredoxin glutathione reductase (TGR), Q962Y6; purified TGR, DTNB reduction, TNB absorbance 405 nm; Potency, µM (highest dose often 114 µM), for the others: top-dose activity change, negative = inhibition, actives largely listed as inhibitors; 360,000 compounds, 3% hits; AID 485364, 2010; further: potency means the concentration at half of the fitted maximal effect; nearly all actives have a fitted effect of over 60% in size
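TGR 20 nM + NADPH 100 uM (dispensed conc.), cpd preinc 15 min RT; start with NADPH (500 uM addition) then DTNB (15 mM addition). Kinetic TNB absorbance, 405 nm filter. Four-parameter Hill fit across titration.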
HCV inhibitor: qHTS Assay for Inhibitors of Hepatitis C Virus (HCV). Huh7.5.1 HCVcc-Cre infection, luciferase reporter, 44 h. Potency, µM (series often up to 41.8 µM), for the others: top-dose activity change, negative = inhibition, hits mostly inhibitors. 340,000 compounds, 3.4% hits. AID 651820, 2012; further: potency means the concentration at half of the fitted maximal effect
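Cells (1,000/well) were plated 4 h before compound, then infected with HCVcc-Cre virus (~0.5 moi). After 44 h further culture, infection was read as luciferase luminescence following a 15 min substrate incubation at room temperature.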
HCMV inh: qHTS Assay for inhibitors of the human cytomegalovirus (HCMV). 410,000 compounds, 4.5% hits. activity change, negative = inhibition, % at 57.5 µM. HFF cells, HCMV-luciferase reporter, 72 h; stronger effect = lower value. AID 1259415, 2018; in the data active means activity change below about -60%; inconclusive means no clear call, values can overlap the other calls; inactive means above about -39%
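Inhibition of viral replication was scored as loss of reporter luminescence in HFFs infected with HCMV-luciferase (MOI 1 PFU/cell) for 72 h; compounds tested at 2 doses, normalized to buffer and Salinomycin controls.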
AMA1-RON2 inh: qHTS for Inhibitors of AMA1-RON; Towards Development of Antimalarial Drug Lead: Primary Screen | 360,000 compounds, 0.2% hits | AID 720542, 2013 | Plasmodium falciparum AMA1 (3D7) - RON2 peptide interaction | AlphaScreen AMA1-biotinylated RON2 peptide binding | Potency, µM (doses to about 58.2 µM), without a hit: top-dose activity change, negative = inhibition, hits mostly inhibitors;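 further: potency means the concentration at half of the fitted maximal effect; 0% = vehicle wells and -100% = peptide control; nearly all actives have a fitted effect of over 45% in size; some results filed as inactive show a strong effect at the top dose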
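AMA1 (3D7) with his tag at 25 nM final met compounds first, then biotinylated RON2 peptide at 25 nM; detection used donor plus acceptor beads, 10 µg/mL apiece, read by AlphaScreen after 30 min at room temperature.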
AmpC detergent: qHTS Inhibitors of AmpC Beta-Lactamase (assay with detergent); 370,000 compounds, 0.041% hits; AmpC hydrolysis of nitrocefin, absorbance 480 nm, 0.01% Triton; Potency, µM (series often up to 114 µM), for the others: at the highest dose activity change, negative = inhibition, usual class: inhibitors; P00811;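 further: potency means the concentration at half of the fitted maximal effect; 0% = no-compound wells and -100% = no-enzyme wells; nearly all actives have a fitted effect of over 25% in size; some results filed as inactive show a strong effect at the top dose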
Target sequence (P00811 whole entry, looked up): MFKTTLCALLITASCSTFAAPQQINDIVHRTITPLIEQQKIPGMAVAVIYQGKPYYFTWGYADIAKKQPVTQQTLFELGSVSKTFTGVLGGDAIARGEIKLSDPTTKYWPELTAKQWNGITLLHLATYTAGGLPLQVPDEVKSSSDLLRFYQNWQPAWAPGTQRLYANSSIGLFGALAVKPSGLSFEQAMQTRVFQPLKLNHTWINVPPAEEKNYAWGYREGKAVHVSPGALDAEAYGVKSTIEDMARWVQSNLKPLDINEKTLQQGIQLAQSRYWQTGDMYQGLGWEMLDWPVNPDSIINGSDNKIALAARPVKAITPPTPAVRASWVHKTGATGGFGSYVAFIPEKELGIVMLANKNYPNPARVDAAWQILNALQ
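AmpC (5.3 nM in the dispensed reagent) in 20 mM phosphate pH 7.0 with 0.01% (detergent screen) or 0.0001% Triton X-100 was preincubated with compounds for 15 min at room temperature. Nitrocefin was then added from an 800 uM solution, and hydrolysis was followed at 480 nm.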
* hit, by the source's call; ? = inconclusive; . = no result given; & = joins results of further samples; [ ] = another dose, or the depositor's remark. Unless noted, the call rests on the fitted dose curve; in most records, active means well fitted curve in the direction sought with a large enough effect; inconclusive means small, poorly fitted or top-dose-only effect, or another doubt; inactive means no such curve, though single readings can be large; an effect the other way counts as inactive or inconclusive. Unless noted, on the % scale 0 is the no-effect control and ±100 the full control effect.

SMILES | FBPA Giardia inh | Sm TGR block | HCV inhibitor | HCMV inh | AMA1-RON2 inh | AmpC detergent
COc1ccc(/C=N/N=C2\SC(CC(=O)O)C(=O)N2c2ccccc2)c(OC)c1 (stereo not given) | 9% | -6% | 4% | 6 | 7% | 1%
COc1ccccc1C(=O)Nc1ccnn1C1CCN(CCCc2ccccc2)CC1 | 8% | -10% | -9% | 2 | 4% | ?
CCNc1c2c(nc3ccccc13)CC(C)(C)CC2=O | -24% | -22% | ? | -22 | -1% | 0%
CN(C)CCCNC(=O)C(=O)NCC1CCCO1 (stereo not given) | 5% | -1% | 18% | 56 | 5% | -7%
COc1ccccc1NC(=O)COc1ccc(C(F)(F)F)cc1[N+](=O)[O-] | . | . | 4% | -7 | -6% | .
Cc1cccc(-c2nc3ccccc3c(=O)n2NC(=S)N(C)C)c1 | 4% | -18% | 0% | 9 | 1% | -2%
CN(C)CCCn1c(=O)n(Cc2ccccc2)c(=O)c2c3c(sc21)CCCCC3 | 3% | 0% | ? | ? | -5% | -17%
Cc1noc(C)c1C(=O)Nc1c(F)cc(F)cc1Br | 13% | -2% | 10% | -10 | 22% | -8%
CC1CCCC(NC(=O)COC(=O)CCC2CCCC2)C1C (stereo not given) | 2% | -1% | 2% | 3 | -15% | -3%
CCOc1ccc(S(=O)(=O)Nc2nc3ccccc3nc2-n2ccc(=NC(=O)c3ccccc3C)cc2)cc1 | 0% | -18% | -27% | ? | 0% | -1%
CC(=O)NC1(c2cccc(F)c2)CCN(C(=O)Nc2ccc(C#N)cc2)CC1 | 10% | 14% | 0% | -2 | 0% | ?
CCOc1ccc(-n2nc(C(=O)NCCOC)c3ccccc3c2=O)cc1 | 2% | 2% | 8% | -29 | 9% | -10%
CCN(C(=O)C1CCN(S(=O)(=O)c2ccc3c(c2)CCCN3C(=O)C2CCC2)CC1)c1cccc(C)c1 | . | 0% | . | 20 | . | 1%
C=CCOC(=O)C1=C[C@@H](c2ccc(Br)cc2)C[C@@H](OCCCCO)O1 | . | . | -7% | 7 | 0% | .
COc1ccccc1-n1nnnc1SCC(=O)N(C)C1CCS(=O)(=O)C1 (stereo not given) | . | -21% | 10% | -6 | 33%[activator] | -5%
CC1CCCN(C(=O)CNC(=O)c2ccco2)C1 (stereo not given) | . | 0% | 10% | 17 | 0% | -5%
O=C(CN1C(=O)CC(c2ccco2)Sc2ccccc21)Nc1ccc2c(c1)OCCO2 (stereo not given) | -3% | ? | 11µM* | -36 | -8% | ?
Cn1cccc1C(=O)NCc1ccccn1 | . | -1% | 4% | 10 | 37%[activator] | -13%
COc1cc(NC2c3ccccc3C(=O)N2Cc2ccccc2)cc(OC)c1OC (stereo not given) | -7% | 11% | -6% | -21 | ? | 0%
O=C(OCc1nnc(-c2ccccc2)o1)c1ccc2ccccc2n1 | 0% | 4% | -2% | 9 | 8% | -6%
O=C(O)C1=C(Nc2ccccc2)OCC1=O | 16% | 10% | 1% | -8 | 30% | -9%
COc1ccc(NS(=O)(=O)c2cccc(C(=O)NNC(=O)CNC(=O)c3ccccc3Cl)c2)cc1 | . | . | 15% | -24 | 36%[activator][11.6 µM] | .
O=C(CSc1ccc2nnc(-c3ccc(F)cc3)n2n1)N1CCOCC1 | . | . | 16% | -6 | -1% | .
COc1ccc2c(c1)N(C)/C(=C1/SC(=S)N(NC(C)=O)C1=O)S2 | -9% | 1% | 1% | 30 | -2% | 4%
CCC(Cn1nnc2ccccc2c1=O)NC(=O)Nc1ccccc1OC (stereo not given) | . | 3% | . | 15 | . | 18%
CCCSc1nc(SCC(=O)NCc2ccccc2)c2c3c(sc2n1)COC(C)(CC)C3 (stereo not given) | 3% | 9% | -12% | 29 | 4% | 1%
Cc1ccc(S(=O)(=O)/N=C(/Nc2nc(C)cc(C)n2)N2CCOCC2)cc1 | 0% | 5% | 6% | 13 | -19% | -11%
COc1ccc(C(=O)NC2CCN(C(=S)Nc3ccccc3)CC2)cc1 | 4% | 0% | -8% | -35 | 13% | 3%
CC(C)C(C)NC(=O)CN1C(=O)NC2(CCCc3ccccc32)C1=O (stereo not given) | 3% | 1% | -1% | -26 | -2% | 0%
Nc1ncnc2c1ncn2[C@@H]1O[C@H](CNCc2ccccc2OCC(=O)N2CCCCC2)[C@@H](O)[C@H]1O | . | . | 0% | -12 | -2% | .

The final 5 entries of the part above lead into the next.
SMILES | FBPA Giardia inh | Sm TGR block | HCV inhibitor | HCMV inh | AMA1-RON2 inh | AmpC detergent
CCCSc1nc(SCC(=O)NCc2ccccc2)c2c3c(sc2n1)COC(C)(CC)C3 (stereo not given) | 3% | 9% | -12% | 29 | 4% | 1%
Cc1ccc(S(=O)(=O)/N=C(/Nc2nc(C)cc(C)n2)N2CCOCC2)cc1 | 0% | 5% | 6% | 13 | -19% | -11%
COc1ccc(C(=O)NC2CCN(C(=S)Nc3ccccc3)CC2)cc1 | 4% | 0% | -8% | -35 | 13% | 3%
CC(C)C(C)NC(=O)CN1C(=O)NC2(CCCc3ccccc32)C1=O (stereo not given) | 3% | 1% | -1% | -26 | -2% | 0%
Nc1ncnc2c1ncn2[C@@H]1O[C@H](CNCc2ccccc2OCC(=O)N2CCCCC2)[C@@H](O)[C@H]1O | . | . | 0% | -12 | -2% | .
CC(OC(=O)c1ccccc1)C(=O)NCCC1=CCCCC1 (stereo not given) | 1% | 9% | 4% | -36 | 4% | 1%
Cc1ccc(S(=O)(=O)N(C)C)cc1NC(=O)C(C)N(C)CCOc1ccc(Cl)cc1 (stereo not given) | -6% | 11% | 10µM* | -78* | -8% | ?
Cc1c(C#N)c2ccccc2n1CC(=O)NCCc1c[nH]c2ccccc12 | -2% | 8% | -20% | 35 | -1% | -2%
N=c1ncn(CC(O)CN2CCOCC2)c2nc(N3CCOCC3)[nH]c12 (stereo not given) | 1% | 1% | -6% | -6 | 0% | -12%
O=C(Cn1nc(-c2ccccc2)ccc1=O)Nc1ccc(-n2cnnn2)cc1 | -1% | 4% | -2% | -21 | 13% | -12%
Cc1cc(C)c(NC(=O)CSc2nnc(CNC(=O)c3ccccc3F)o2)c(C)c1 | . | -7% | 5% | -13 | 4% | -10%
O=C1CC(C2CCCO2)C(=O)N1c1cccc(Cl)c1 (stereo not given) | 7% | 5% | ? | -10 | 4% | ?
Cc1ccc(NC(=O)CSc2nnc(-c3cccnc3)s2)cc1 | -2% | -4% | 0% | 11 | 7% | ?
CCN1CCN(/C=N/c2nc3c(s2)CCCC3)CC1 | -2% | -1%[11.4 µM] | ? | -69* | 6% | -11%
CCOc1ccc2[nH]c(=O)c(CN(Cc3cccs3)Cc3nnnn3C(C)(C)C)cc2c1 | 2% | 0% | -16% | ? | 2% | -17%
Cc1ccc(C(=O)Nc2cc(S(=O)(=O)N3CCOCC3)ccc2N2CCCC2)cc1 | . | -29% | -14% | -2 | -4% | 2%
Cc1cc2oc(C(=O)NC3CCS(=O)(=O)C3)cc(=O)c2cc1C (stereo not given) | 5% | -11% | 4% | -7 | 0% | ?
Cc1cccc(C)c1NC(=O)COC(=O)[C@@H]1CCCN1C(=O)c1cccs1 | . | . | 3% | 4 | -7% | .
Cc1nn(Cc2ccccc2)c(Cl)c1C(=O)OCC(=O)Nc1cccc2ccccc12 | -1% | 1% | -21% | -16 | -15% | -13%
CCOC(=O)N1CCN(C(=O)CN(c2ccc(C)c(C)c2)S(=O)(=O)c2ccccc2)CC1 | 0% | -9% | 5% | 16 | -2% | ?

Random excerpt: 2 entries already listed.
SMILES | FBPA Giardia inh | Sm TGR block | HCV inhibitor | HCMV inh | AMA1-RON2 inh | AmpC detergent
CC(OC(=O)c1ccccc1)C(=O)NCCC1=CCCCC1 (stereo not given) | 1% | 9% | 4% | -36 | 4% | 1%
Cc1cc(C)c(NC(=O)CSc2nnc(CNC(=O)c3ccccc3F)o2)c(C)c1 | . | -7% | 5% | -13 | 4% | -10%

The listing continues:
SMILES | FBPA Giardia inh | Sm TGR block | HCV inhibitor | HCMV inh | AMA1-RON2 inh | AmpC detergent
O=C(Nc1ccc(S(=O)(=O)N2CCOCC2)cc1)C1CCCCC1 | -7% | 4% | -4% | 23 | -2% | 2%
COc1cc(C2C(C(C)=O)=C(O)C(=O)N2CCN(C)C)ccc1O (stereo not given) | 1% | ? | 17% | 24 | 12% | 0%
CCC(C)(C)NC(=O)C(c1cccn1C)N(Cc1ccc(C)cc1)C(=O)Cn1nnc2ccccc21 (stereo not given) | 3% | 0% | 3%&23% | -6 | 3% | 1%
NNC(=O)c1cccc(S(=O)(=O)Nc2cc(Cl)ccc2Cl)c1 | 14% | 3% | 11% | ? | 20% | 9%
Cc1ccc(C)c(N2CCN(C(=O)Cn3ncc4c(=O)oc5ccc(C)cc5c43)CC2)c1 | . | 1% | . | 4 | . | 9%
COc1cccc(C(=O)NCc2ccco2)c1OC | 8% | 0% | -2% | 99 | 6% | -8%
Cc1cccc(OCC(=O)Nc2ccccc2C(=O)N2CCOCC2)c1 | 7% | 3% | 16% | -12 | 3% | -10%
COc1cc(C)ccc1OCC(=O)OCC(=O)c1cc(C)n(CC2CCCO2)c1C (stereo not given) | . | 2% | 11% | 2 | -8% | -1%
COC(=O)c1ccc(NC(=O)C2C3C=CC(O3)C2C(=O)O)cc1 (stereo not given) | 8% | ? | 4% | 19 | -4% | ?
CCc1ccc(N=C2NC(=O)/C(=C/c3cc(Br)c(OCC(=O)O)c(OC)c3)S2)cc1 | 0% | 2% | -7% | 19 | -7% | 14%
CCOc1ccc(C(=O)NCCc2ccccc2)cc1 | -3% | 10% | -7% | 10 | 0% | -16%
NS(=O)(=O)c1ccc(NC(=O)/C=C/c2ccc3c(c2)OCO3)cc1 | -1% | 11% | ? | -23 | 7% | 4%
COc1ccc(OC)c(C2Nc3c(C)cc(C)cc3-c3cc(C)nn32)c1 (stereo not given) | . | -1% | . | 11 | . | -13%
Cc1c(C(=O)Nc2ccccn2)oc2c(Cl)cccc12 | . | -6% | ? | 31 | -4% | -9%
Cc1ccc(S(=O)(=O)N2CCN(C(=O)c3sccc3C)CC2)cc1 | . | -12% | 12% | 22 | -20% | ?
CCCc1cc(=O)[nH]c(SCC(=O)Nc2ccc(OCc3ccccc3)cc2)n1 | . | 6% | -7% | 9 | -5% | 5%
COc1ccc(CNC(=O)C2=CCN(S(=O)(=O)c3ccc(C)cc3)CC2)cc1 | -3% | -3% | 2% | ? | 1% | 2%
CCC1=C(OC(=O)N(CC)CC)N2C(=O)OC(=NCCOC)[C@]2(Cc2ccccc2)[C@H]2C1=CC[C@H]1C(=O)N(CC)C(=O)[C@H]12 | 0%&-1% | -18% | 1% | 30 | 6% | 0%
CCOC(=O)c1c(NC(=O)CSc2ncnc3ccccc23)sc(C)c1C | 6% | -20% | -23% | -22 | -10% | -8%
COc1cc2c(CCNC(C)=O)c[nH]c2cc1O | ? | . | 7% | -23 | 4.5µM* | .
CC(=O)C[C@H](O)CC(=O)[C@@H]1OC(=O)CCCCCCCCc2ccccc21 | . | . | 21% | 1 | -5% | .

Bioassay records from PubChem BioAssay.
